Source: PubChem (several laboratories)
EBV gp42 inh: inhibitors of Epstein-Barr virus glycoprotein 42 | Q1HVG2 | Fluorescence polarization binding assay, mP read-out | 220,000 tested, 0.42% active | inhibition, % (tested at 21.74 µM); in the data active means inhibition above about 50%
Target sequence (Q1HVG2 whole entry, looked up): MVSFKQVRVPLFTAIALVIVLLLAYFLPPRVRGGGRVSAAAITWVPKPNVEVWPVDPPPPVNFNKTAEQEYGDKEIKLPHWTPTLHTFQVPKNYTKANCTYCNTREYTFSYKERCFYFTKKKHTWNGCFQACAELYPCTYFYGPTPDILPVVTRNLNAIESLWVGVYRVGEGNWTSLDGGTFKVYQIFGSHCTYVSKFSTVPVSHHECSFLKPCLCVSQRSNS
TRPML3 ag: agonists of human TRPML3 channel | HEK293 TRPML3-YFP, Fluo-8 calcium fluorescence; 100% = the carbachol control signal | activation, % at 3 µM | 220,000 tested, 0.29% active | Q8TDD5;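 active means activation above its plate's cutoff, the mean activation of the plate's test wells plus 3 SD, cut at about 12% in these data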;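 further: 0% = DMSO only wells and 100% = carbachol wells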
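Test system – HEK293 line with stable expression of human TRPML3-YFP channel · Control set – carbachol 87 µM final as high control (100%), DMSO as low control (0%) · Signal – Fluo-8 calcium dye fluorescence, ex 470-495, em 515-575 nm · Incubation – 1-h 37 °C dye load, 5-s basal, 120-s post-compound reads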
PPC-1+TRAIL kill: PPC-1 cancer cell killing with TRAIL present; 220,000 tested, 0.41% active; cell killing (% activity), % at 4 µM; AID 1443; PPC-1 cells + TRAIL, ATPLite viability luminescence;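 active means cell killing above 50% in the first pass at 4 µM, then a duplicate retest at 5 µM averaging 50% or more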;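 further: plate controls were cells with TRAIL plus DMSO for no effect and medium-only wells lacking cells for full effect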
Mdm2 ligase inh: blocks human Mdm2 ubiquitin ligase activity; Q00987; 210,000 tested, 0.11% active; signal enhancement, % at 5 µM; cell-based MDM2 ubiquitination luciferase reporter, 2 h; 0 = plate control, 100 = twice control, blank-subtracted;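 active means signal enhancement of 30% or more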;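 further: luminescence tracks abundance of the self-degrading MDM2-luciferase fusion protein; higher signal means inhibition of MDM2 E3 ligase activity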
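Assay system: stable mammalian line carrying autodegrading MDM2–luciferase fusion reporter; amount: 2000 cells seeded into each well; buffer or medium: DMEM; benchmarks: plate control and blank wells; signal: luciferase luminescence; timing: 2 h compound exposure at 37 °C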
p47phox inh: blocks human p47phox regulatory protein of NADPH oxidases. P14598. p47phox/p22phox peptide binding, fluorescence polarization, 2 h. inhibition, % at 24.7 µM. 220,000 tested, 0.53% active;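 active means inhibition above about 30%, limit read from the data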;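 further: 0% = p47phox with labelled peptide and 100% = labelled peptide alone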
zfTRPN1 agonist: zebrafish TRPN1 (NompC) channel agonism | HEK293 zebrafish TRPN1-YFP, Fluo-8 calcium fluorescence; 100% = response to 87 µM carbachol | activation, % at 3 µM | 220,000 tested, 0.18% active;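 active means activation above its plate's cutoff, the mean activation of test wells on that plate plus 3 SD, cut at about 19% in these data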;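 further: 0% = DMSO alone and 100% = 87 µM carbachol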
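Assay system: Zebrafish TRPN1-YFP in HEK293 cells | Incubation: Dye loading 1 h at 37 °C, then 30 min room temperature | Measured by: Kinetic Fluo-8 fluorescence, ex 470-495, em 515-575 nm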
TNF death inh: inhibitors of TNF-alpha induced necroptosis in Jurkat FADD-/- cells; Jurkat FADD-/- TNF necroptosis rescue, ATP luminescence, 24 h; 0 = TNF only, 100 = no-TNF cells; activation (protection from cell death), % at 10 µM; 220,000 tested, 0.068% active; AID 463075;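 active means activation, meaning protection from cell death, of at least 50% relative to plate controls; inactive means activation below 50%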;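 further: necroptosis triggered by 40 ng/mL TNF-alpha added together with compound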
CHOP inh: blocks CHOP induction under ER stress; 220,000 tested, 3.8% active; inhibition, % at 10 µM; AID 2732; CHO-K1 CHOP-promoter luciferase, tunicamycin-induced, 15-18 h;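 active means compounds that reduced the stress-induced luciferase reporter signal by more than about 70% of percent inhibition, limit read from the data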;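 further: 0% = tunicamycin plus vehicle and 100% = wells without tunicamycin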
Runt-SMMHC FRET: inhibitors of human RUNX1 Runt domain binding to CBFb-SMMHC. 220,000 tested, 0.74% active. Cerulean-Runt/Venus-CBFb-SMMHC FRET ratio 530/480, 1 h. Q01196+Q13951. inhibition, % at 20 µM;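 active means mean inhibition across duplicate retests at 20 µM reaching about 50%, limit read from the data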;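 further: 0% = DMSO wells and 100% = wells with excess untagged CBFb-SMMHC; inhibitors lower the FRET ratio by blocking Runt binding to CBFb-SMMHC; some results filed as inactive read as strong as hits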
Target sequence (Q01196 whole entry, looked up, the tested form may be a part): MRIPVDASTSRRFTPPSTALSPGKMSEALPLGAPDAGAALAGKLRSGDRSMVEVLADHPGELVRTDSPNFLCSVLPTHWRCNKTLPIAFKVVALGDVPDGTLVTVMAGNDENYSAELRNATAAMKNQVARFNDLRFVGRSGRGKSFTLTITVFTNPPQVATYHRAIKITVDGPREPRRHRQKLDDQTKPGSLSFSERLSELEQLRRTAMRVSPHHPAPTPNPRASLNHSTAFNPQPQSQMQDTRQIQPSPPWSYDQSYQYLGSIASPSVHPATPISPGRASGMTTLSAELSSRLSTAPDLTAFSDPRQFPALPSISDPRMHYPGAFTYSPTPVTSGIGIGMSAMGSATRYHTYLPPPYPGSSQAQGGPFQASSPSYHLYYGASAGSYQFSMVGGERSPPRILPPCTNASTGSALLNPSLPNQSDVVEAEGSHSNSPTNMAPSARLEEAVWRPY
Target sequence (Q13951 whole entry, looked up, the tested form may be a part): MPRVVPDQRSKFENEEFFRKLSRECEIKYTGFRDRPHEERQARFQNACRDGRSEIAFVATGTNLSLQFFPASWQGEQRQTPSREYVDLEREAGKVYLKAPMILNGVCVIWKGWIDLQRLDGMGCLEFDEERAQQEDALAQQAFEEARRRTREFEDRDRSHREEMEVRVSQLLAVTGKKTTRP
* hit, by the source's call; . = no result given. The order is random; overall some 5.9% were active at least once.

SMILES | EBV gp42 inh | TRPML3 ag | PPC-1+TRAIL kill | Mdm2 ligase inh | p47phox inh | zfTRPN1 agonist | TNF death inh | CHOP inh | Runt-SMMHC FRET
COc1cc(NC(=O)c2cc(Cl)nnc2Cl)cc(OC)c1OC | -3.3 | 0.2 | 26.9 | -46.2 | -7.2 | 1.0 | -0.2 | -32.2 | -3.0
CC(=O)Nc1ccc(OC(=O)c2cc3ccccc3oc2=O)cc1 | 2.5 | 0.5 | 22.0 | -13.3 | 10.2 | 3.7 | -2.0 | 15.2 | -1.7
CCN(CC)C(=O)Oc1ccc2ccccc2c1Cl | -7.1 | 0.3 | 4.0 | 2.2 | -13.9 | -0.3 | 1.7 | 18.3 | 3.6
Cn1c(=O)c(=O)n(C)c2cc(S(=O)(=O)N3CCN(c4ccc(F)cc4)CC3)ccc21 | -6.5 | -0.3 | 34.1 | -10.9 | -3.0 | -1.7 | 0.3 | 11.6 | -1.1
Cc1cc(C)nc(/N=C(/NC(=O)Nc2ccc(Cl)c(Cl)c2)Nc2ccccc2)n1 | -12.3 | 0.6 | 2.4 | -10.6 | -5.1 | 0.5 | 0.8 | 11.8 | 1.1
COc1ccccc1-c1n[nH]c(=S)n1N | -2.9 | 0.5 | -9.5 | -10.6 | -6.2 | 1.2 | 0.3 | 8.2 | 1.1
CNS(=O)(=O)c1cccc(C(=O)OCC(=O)Nc2ccccc2OC(F)F)c1 | -17.4 | 0.1 | 9.0 | -19.1 | -15.9 | 0.3 | -4.0 | 38.6 | -0.7
CCN=C(NCC)SC1CC(=O)N(c2ccccc2)C1=O (centres undefined) | 5.8 | 0.3 | 16.8 | -10.3 | -13.4 | 1.8 | 0.1 | -0.4 | -1.3
Cc1ccc(Nc2nc(N)nc(CN3CCN(Cc4ccc5c(c4)OCO5)CC3)n2)cc1C | -9.2 | 0.6 | 13.3 | 8.1 | -0.9 | -0.4 | 0.0 | 56.5 | 1.7
C=CCSc1nnc(NC(=O)CSc2nc3ccccc3o2)s1 | -24.2 | 0.0 | 16.4 | -11.1 | -15.9 | 0.0 | -1.8 | -21.0 | 3.4
COc1ccc(-c2oc3ccccc3c(=O)c2OCC(=O)O)cc1 | 5.8 | 1.1 | 5.1 | -7.3 | -10.9 | 0.0 | -0.6 | 9.2 | -1.5
CCN(CC)S(=O)(=O)c1cccc(NC(=O)CN2C(=O)c3ccc([N+](=O)[O-])cc3C2=O)c1 | -12.2 | 0.9 | -3.2 | -7.4 | -34.8 | 0.6 | 3.3 | 11.9 | 1.0
N#Cc1ccc(-c2ccc(F)cc2)nc1Oc1ccccc1 | -17.3 | 0.2 | 22.0 | 6.2 | -2.6 | -0.4 | 0.0 | 8.0 | 2.1
CC(=O)NC1=NN(C(C)=O)C2(S1)C(=O)N(C(C)C)c1ccc(C)cc12 (centres undefined) | -21.2 | 1.3 | 1.6 | 4.6 | -19.5 | -0.3 | -2.1 | -2.6 | 1.5
COc1ccc(CC(NC(C)=O)C(=O)NC2CCN(c3c4c(nc5ncnn35)CCC4)CC2)cc1 (centres undefined) | -2.3 | 0.1 | 7.3 | . | -8.5 | -1.1 | 1.6 | 12.0 | -3.4
Cc1cccc(N(C(=O)Cn2nnc3ccccc32)C(C(=O)NCc2ccco2)c2ccncc2)c1C (centres undefined) | -10.6 | 0.1 | 5.9 | -7.1 | -7.7 | -1.0 | 0.1 | -14.5 | -0.4
COC(=O)c1ccc(C(=S)N2CCCCC2)cc1 | -5.5 | 0.5 | 7.2 | -10.8 | -10.5 | -0.4 | 1.1 | 17.9 | 0.8
CC(C)=CC(=O)Nc1nnc(C)s1 | -8.8 | 0.5 | -7.4 | 4.6 | -7.6 | -0.6 | -1.4 | -14.9 | 1.6
CC(C)(C)SCCNC(=O)CN(c1ccccc1)S(=O)(=O)c1ccccc1 | 3.5 | 0.2 | 1.2 | -11.7 | 0.2 | -2.1 | -0.2 | -4.0 | 2.4
Cc1ccc(OCC(=O)Nc2ccc(N3CCN(C(=O)c4ccc(C)cc4)CC3)cc2)cc1 | 1.1 | 0.8 | 15.2 | -9.0 | -2.6 | 0.9 | -0.9 | -1.9 | 0.0
Cc1ccc(/C=C2/NC(=O)N(Cc3ccccc3F)C2=O)o1 | -135.4 | 1.8 | -25.3 | -11.2 | -29.2 | 2.7 | 2.6 | 54.4 | 36.9
Cc1nn(-c2ccc3nnc(Br)n3n2)c(C)c1Br | -1.4 | 0.2 | -7.5 | -22.4 | -9.9 | 0.6 | -6.0 | 24.1 | -1.3
CCC(C(=O)c1ccc(O)cc1)c1ccccc1 (centres undefined) | -13.1 | 1.0 | -20.7 | -19.4 | 1.6 | 1.3 | -4.8 | 35.6 | 1.1
CC(C)CCNc1nc2c(c(=O)[nH]c(=O)n2C)n1CC(O)COC(C)C (centres undefined) | -11.7 | -0.2 | 12.2 | -5.8 | -4.4 | 0.0 | -2.6 | 29.2 | 1.2

The closing two records of the section before come first, to join the parts:
SMILES | EBV gp42 inh | TRPML3 ag | PPC-1+TRAIL kill | Mdm2 ligase inh | p47phox inh | zfTRPN1 agonist | TNF death inh | CHOP inh | Runt-SMMHC FRET
CCC(C(=O)c1ccc(O)cc1)c1ccccc1 (centres undefined) | -13.1 | 1.0 | -20.7 | -19.4 | 1.6 | 1.3 | -4.8 | 35.6 | 1.1
CC(C)CCNc1nc2c(c(=O)[nH]c(=O)n2C)n1CC(O)COC(C)C (centres undefined) | -11.7 | -0.2 | 12.2 | -5.8 | -4.4 | 0.0 | -2.6 | 29.2 | 1.2
C=CCOc1nc2c(c(=O)n(C)c(=O)n2C)n1Cc1ccc(Cl)cc1 | -14.8 | 0.4 | -1.3 | -14.0 | -8.6 | 0.7 | -4.1 | 81.8* | -3.7
COc1ccc(-c2cc(CNC(=O)CN3CCN(C)CC3)on2)cc1 | -13.6 | 0.2 | 6.4 | -3.9 | 4.0 | -0.6 | -2.3 | 15.4 | -5.6
COc1ccc(Nc2ccc(N3C(=O)CCCC3=O)cc2[N+](=O)[O-])c(OC)c1 | 2.4 | 0.4 | 11.0 | 0.2 | -19.2 | -0.9 | 0.3 | -3.3 | -0.6
c1ccc(Nc2nc3ccccc3[nH]2)nc1 | -2.8 | 0.6 | 16.7 | -27.2 | -7.6 | 0.9 | -0.5 | 30.8 | -6.9
CCOC(=O)c1ccc(N2C(=O)CC(NC3CCN(C(=O)c4cccc(Cl)c4)CC3)C2=O)cc1 (centres undefined) | -9.7 | 0.2 | 9.3 | -10.4 | -4.2 | 0.5 | -0.9 | 1.7 | -0.5
CC(=O)Nc1cc(Cl)c(N=Cc2ccc(O)cc2O)cc1Cl | 4.9 | 1.1 | -1.1 | -7.8 | -24.4 | 1.2 | -2.9 | 5.4 | -0.8
CC(=O)NS(=O)(=O)c1ccc(NC(=O)c2ccccc2F)cc1 | -2.3 | 0.5 | -9.5 | -6.7 | -6.2 | 0.8 | -0.6 | 36.0 | -3.2
CC(=O)c1ccc(N2CCN(C(=S)NCc3ccco3)CC2)cc1 | -10.4 | 1.3 | -1.1 | -14.0 | 3.5 | 2.2 | -0.6 | 5.6 | 4.0
N#CC(C#N)=C1C(=O)N(CCN2CCOCC2)c2ccccc21 | -7.5 | 0.5 | -11.5 | 4.1 | -3.2 | 0.3 | -8.5 | -62.0 | 0.8
C=CCOC(=O)/C(=C\c1ccc(OC)cc1)NC(=O)c1ccco1 | -5.8 | -0.4 | -6.0 | -5.0 | -6.5 | 0.2 | -3.3 | 6.3 | -4.0
COc1nccc(-c2ccc(F)cc2)c1C#N | -43.3 | 0.0 | -9.3 | -2.8 | -1.4 | -2.2 | 0.0 | 20.6 | -1.5
CNCC(O)COc1cccc(OC)c1 (centres undefined) | -10.6 | -0.3 | 12.3 | -12.0 | 0.7 | 1.1 | 2.6 | -25.0 | -2.2
O=C1C2CCCN2C(c2ccccc2)N1c1cccc(Cl)c1 (centres undefined) | -6.1 | -0.9 | 4.3 | -12.8 | -1.3 | 1.3 | 0.8 | 5.9 | -1.0
Cc1ccc(-c2nc(C=Nc3ccc(O)cc3)c(O)o2)cc1 | 29.9 | -1.1 | 18.4 | 2.2 | -37.5 | -1.3 | -5.0 | -18.5 | -19.7
CN(C)S(=O)(=O)c1ccc(NC=C(C#N)C#N)cc1 | -3.5 | 1.3 | 28.8 | . | -14.5 | 4.2 | 1.6 | 7.1 | 22.4
CC(C)CC(NC(=O)C1CCCN1C(=O)OC(C)(C)C)C(=O)NCC(N)=O (centres undefined) | 0.5 | 0.5 | 15.0 | -17.2 | -0.9 | -0.3 | -1.8 | 34.3 | 3.0
CCOC(=O)Nc1nc(C)c(C(=O)c2ccc(Cl)cc2)s1 | -15.7 | 0.1 | 21.4 | 0.9 | 0.5 | -0.8 | 0.7 | 59.9 | -2.2
Cn1c(Cc2ccccc2)nnc1SCC(=O)N1CCOCC1 | -14.0 | -0.6 | 14.8 | -7.0 | 83.4* | 0.3 | -1.2 | 19.9 | -3.6
Fc1cccc(NC(=S)NCc2ccc(Cl)cc2)c1 | -13.9 | 4.3 | 7.1 | -3.8 | -6.0 | 9.4 | 0.0 | 39.1 | 4.0
COC(=O)C1=C(C)N(CC2CC2)C(=O)N[C@H]1c1ccc(Br)cc1 | -2.0 | -0.7 | 11.3 | . | -2.5 | -0.6 | 0.6 | 17.2 | -2.6
O=C(COC(=O)c1ccccc1C(=O)c1ccc(Cl)cc1)NCc1ccccc1 | 11.8 | -0.5 | 7.2 | -7.0 | -0.4 | -1.9 | 2.0 | 31.3 | 2.3
O=C(Nc1cccc(O)c1)c1cccc(S(=O)(=O)N2CCCC2)c1 | -1.2 | 0.3 | 9.7 | -14.1 | -8.0 | 1.2 | -1.0 | -31.9 | 2.5
O=C1NC(c2ccccc2)=NC1(NS(=O)(=O)c1ccccc1)C(F)(F)F (centres undefined) | -1.2 | 0.2 | 4.6 | -8.8 | -5.6 | 1.9 | -1.7 | -3.5 | -0.6
O=C(Nc1ccccc1)C1=C[C@@H](c2ccc(Br)cc2)C[C@@H](OCCCCO)O1 | -11.5 | -0.2 | 11.1 | . | -42.9 | -0.5 | 4.2 | -18.4 | -2.0
CN1CCN(C(=O)Nc2ccc3c(c2)N(C)C(=O)c2ccccc2S3)CC1 | -0.4 | 0.6 | 5.2 | -19.1 | -33.2 | 0.0 | 1.8 | -16.7 | -1.4
CCOC(=O)c1nn(-c2ccccc2)c(C(=O)OCC)c1N | -0.6 | 0.7 | -3.5 | -23.8 | -10.8 | -0.8 | -0.6 | -15.5 | -2.1
CCOC(=O)c1cnc(-n2nc(C)cc2C)nc1NC | -10.5 | -0.2 | 16.9 | -6.5 | -2.9 | -0.2 | -0.2 | -22.6 | 0.4
CC1CCN(CCc2nc3cc(NS(=O)(=O)c4ccc(F)cc4)ccc3n2C)CC1 | -15.6 | -0.1 | 9.8 | -15.9 | -19.3 | 1.6 | 0.8 | 7.1 | 2.8
